SENP8 block-1: SENP8 protease inhibition | AID 2540 | 330,000 tested, 1.2% active | inhibition, % at 10 µM | purified SENP8, Z-RLRGG-aminoluciferin cleavage, luminescence | Q96LD8; in the data active = inhibition above about 50%
SENP1 FRET inh: SENP1 (human) catalytic domain inhibition; Q9P0U3; recombinant SENP1 catalytic domain, CyPet-SUMO1-YPet FRET cleavage; inhibition, % at 10 µM; 360,000 tested, 0.21% active;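 active = inhibition at least 30% at 10 µM, raw YFP signal under a set limit, fluorescence ratio 0.5 to 1.5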;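 note: 0% = enzyme with DMSO and 100% = no enzyme wells; some results filed as inactive read as strong as hits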
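Material – human SENP1 catalytic domain · Input – SENP1 enzyme, 20 pM final · Compound dosing – single concentration of 10 µM compound, 0.5% DMSO final · Timing – enzyme reaction for 50 min at room temperature, dark · Measured by – FRET fluorescence in CFP and YFP emission channels · Control set – no-enzyme wells low, DMSO-plus-enzyme wells high control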
HKDC1 inh: HKDC1 (human) hexokinase inhibition; AID 493160; recombinant HKDC1, G6PDH/diaphorase resazurin coupled fluorescence; inhibition, % at 20 µM; 340,000 tested, 0.16% active; Q2TB90;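 active = inhibition above about 35% when tested at 20 µM, limit read from the data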;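 note: plate controls were DMSO wells with enzyme for no effect and DMSO wells lacking enzyme for full effect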
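Test system: recombinant HKDC1 (HK5) hexokinase enzyme, produced in-house; Amount: enzyme 5 µg/mL final; Buffer or medium: Tris pH 8.0 buffer with MgCl2, Tween-20, BSA, BME; Reagent: glucose and ATP substrates; Doses: 20 µM test compound, 1% DMSO; Incubation: 90 min reaction incubation at room temperature, dark; Detection: resorufin fluorescence at 613 nm.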
Apaf1 inhib: blocks human Apaf-1 apoptosome activity; O14727; reconstituted apoptosome caspase-3 activity, DEVD-Rh110 fluorescence; inhibition, % at 20 µM; 330,000 tested, 0.71% active; AID 489030; active = inhibition of at least 40% at 20 µM;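 note: plate controls were DMSO wells for no effect and DEVD-CHO caspase inhibitor wells for full effect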
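Material: reconstituted apoptosome with Apaf-1, cytochrome c, caspase-9, procaspase-3, dATP; medium: pH 7.5 Hepes buffer with CHAPS, BSA, DTT; also added: cytochrome c and DEVD-Rh110 substrate; timing: 30 min plus 50 min, RT; signal: Rh110 fluorescence intensity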
PfGluPho inh: PfG6PD (Plasmodium falciparum) enzyme inhibition; inhibition, % at 20 µM; AID 504690; 350,000 tested, 0.78% active; PfGluPho enzyme, NADPH resazurin-diaphorase fluorescence;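 active = inhibition reaching at least a set limit at 20 µM in the primary screen, cut at about 59% in these data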;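 note: 0% = DMSO wells with substrate and 100% = DMSO wells lacking glucose-6-phosphate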
SENP8 block-2: blocks human SENP8 cleavage of Nedd8 substrate; Q96LD8; recombinant SENP8, Nedd8 substrate fluorescence; inhibition, % at 20 µM; 360,000 tested, 0.64% active; AID 602440; in the data active = inhibition mostly above about 40%, no sharp cut-off; inactive = mostly below about 27%
NLRP3 yeast inh: inhibitors of NALP3 inflammasome in yeast; Yeast reconstituted NLRP3/ASC/caspase-1, beta-gal luminescence, 24 h; inhibition, % at 10 µM; 330,000 tested, 0.39% active;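 active = inhibition of 50% or more; inactive = inhibition below 50%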;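 note: plate controls were induced DMSO wells for no effect and uninduced yeast grown without galactose for full effect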
SENP6 block: SENP6 protease inhibition; Q9GZR1; inhibition, % at 10 µM; Recombinant SENP6 catalytic domain, aminoluciferin luminescence; AID 2599; 330,000 tested, 1.8% active;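 active = inhibition above about 50% at the single tested dose, limit read from the data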;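 note: plate controls were DMSO wells with enzyme for no effect and DMSO wells lacking enzyme for full effect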
Target sequence (Q9GZR1 628-1112 limits assumed): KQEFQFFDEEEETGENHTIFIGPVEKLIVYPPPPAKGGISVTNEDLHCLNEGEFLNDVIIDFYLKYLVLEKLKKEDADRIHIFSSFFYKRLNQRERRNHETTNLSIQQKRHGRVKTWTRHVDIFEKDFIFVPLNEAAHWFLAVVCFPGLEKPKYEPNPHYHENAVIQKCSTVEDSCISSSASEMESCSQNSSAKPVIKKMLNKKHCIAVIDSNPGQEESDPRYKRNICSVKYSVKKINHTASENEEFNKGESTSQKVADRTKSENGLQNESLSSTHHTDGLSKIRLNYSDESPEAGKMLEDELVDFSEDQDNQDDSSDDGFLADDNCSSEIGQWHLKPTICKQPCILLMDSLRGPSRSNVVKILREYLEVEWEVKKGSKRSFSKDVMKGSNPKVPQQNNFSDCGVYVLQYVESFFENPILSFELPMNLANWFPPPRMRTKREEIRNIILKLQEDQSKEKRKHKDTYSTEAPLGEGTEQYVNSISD
SENP7 inh: inhibitors of human SENP7 protease; recombinant SENP7, Z-RLRGG-aminoluciferin luminescence, 40 min; inhibition, % at 5 µM; 330,000 tested, 1.5% active;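 active = inhibition above about 50% at the single test dose, limit read from the data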;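 note: plate controls were DMSO with enzyme for no effect and no enzyme buffer wells for full effect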
Target sequence (Q9BQF6 706-1050 limits assumed): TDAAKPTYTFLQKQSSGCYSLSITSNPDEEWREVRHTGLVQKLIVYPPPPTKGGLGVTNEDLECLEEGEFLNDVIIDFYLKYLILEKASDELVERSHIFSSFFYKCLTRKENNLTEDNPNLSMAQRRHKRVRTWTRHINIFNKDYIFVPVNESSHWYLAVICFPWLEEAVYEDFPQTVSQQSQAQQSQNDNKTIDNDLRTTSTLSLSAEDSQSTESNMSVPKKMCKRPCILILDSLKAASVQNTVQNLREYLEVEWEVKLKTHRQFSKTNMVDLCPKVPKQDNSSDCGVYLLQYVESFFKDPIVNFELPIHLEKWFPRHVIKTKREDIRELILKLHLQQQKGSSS
Numbers without * were called inactive; i = inactive; / = not tested or not shown. Compounds were not picked by outcome; overall some 4.1% were active at least once.

#	SMILES	SENP8 block-1	SENP1 FRET inh	HKDC1 inh	Apaf1 inhib	PfGluPho inh	SENP8 block-2	NLRP3 yeast inh	SENP6 block	SENP7 inh
1	CCc1ccc(NC(=S)N(CCCN2CCN(C)CC2)Cc2cccs2)cc1	4	3	-9	1	-1	24	14	5	-1
2	COC(=O)CC1C(=O)NCCN1C(=O)c1cc(OC)c(OC)cc1OC (stereo not given)	6	1	-5	7	9	18	3	-3	-6
3	COc1ccccc1N(CC(=O)Nc1ccc2c(c1)OCO2)S(=O)(=O)c1ccccc1	0	1	-1	22	18	9	8	-5	-6
4	Cc1ccc(S(=O)(=O)NCC(C)n2nc(C)cc2C)cc1 (stereo not given)	-7	1	0	2	-1	6	1	-8	1
5	COc1ccc(Nc2nc(N3CCOCC3)nc(N3CCOCC3)n2)c(OC)c1	-7	1	-4	-5	1	15	32	-12	1
6	COc1ccc(Cl)cc1-n1c(=S)sc2c(=O)n(-c3ccc(F)cc3)c(SCC(=O)O)nc21	5	-1	1	5	87*	29	9	9	8
7	CCOC(=O)N1CCC(Nc2cc(C)nc3c(-c4ccccc4OC)c(C)nn23)CC1	-8	5	-2	13	-4	-302	4	-7	13
8	O=C(Oc1ccc([N+](=O)[O-])cc1)c1cncc(Br)c1	8	0	-10	3	8	7	-2	7	14
9	O=C(NCc1nc2ccccc2[nH]1)C1=C[C@@H](c2ccc(C(F)(F)F)cc2)C[C@@H](OCCCCO)O1	1	0	-3	17	-2	7	14	-21	-11
10	Cc1ccc(S(=O)(=O)NNC(=O)c2cc3cc4ccccc4nc3s2)cc1	-4	3	14	23	-34	-37	12	16	9
11	CC1CCN(C(=O)COC(=O)c2ccc3ccccc3n2)CC1	-2	1	-6	-11	-1	6	-3	16	-2
12	Cc1nn(CC(=O)Nc2ccc(C(=O)N3CCCCC3)cc2)c(=O)c2ccccc12	-2	1	15	-11	6	13	-2	0	-2
13	Cc1c(F)cccc1NS(=O)(=O)c1ccc2c(c1)c(=O)n(C)c(=O)n2C	-2	-2	5	4	-15	-1	-5	-5	-6
14	O=C1CC(N2CCN(C(c3ccccc3)c3ccccc3)CC2)C(=O)N1Cc1ccc(N2CCCC2=O)cc1 (stereo not given)	-12	1	0	19	4	2	-33	-8	-4
15	Nc1nnc(N2CCCCCC2)s1	0	0	-3	-4	-3	14	8	-3	31
16	CCC(CC)C(=O)c1c[nH]c(C(=O)NCc2ccccc2OC)c1	-4	1	-3	-1	6	16	7	-10	-7
17	COc1ccc(COC(=O)C2=C(C)NC(=O)NC2c2cccc(Br)c2)cc1 (stereo not given)	-5	1	3	12	5	7	10	14	-1
18	O=C(COC(=O)COc1ccccc1)Nc1ccc2c(c1)OCCO2	-11	6	-5	11	-2	-5	-4	-13	-13
19	CCOCCCNC(=O)CC1Oc2ccc(C)cc2NC1=O (stereo not given)	-4	-1	-7	-8	2	0	-10	-11	9
20	COc1ccc(CCN2C(=O)C3C4CC(C5C(C(=O)N/N=C\c6ccc(Cl)cc6)=NOC45)C3C2=O)cc1OC (stereo not given)	-5	3	0	1	-1	21	12	-1	8
21	COc1ccccc1N1CCN(CC(O)c2ccccc2)CC1 (stereo not given)	-9	2	-4	8	-7	3	26	-34	-13
22	COc1ccc(N2CCN(S(=O)(=O)c3cn(C)c(=O)n(C)c3=O)CC2)cc1	-6	2	-4	3	-12	-69	-2	3	-5
23	C#CCOCCOCCOCCNc1nc(N2CCN(C(=O)[C@H](CCC(=O)O)n3cc(C(N)Cc4ccc(O)cc4)nn3)CC2)nc(N2CCN(C(=O)[C@H](Cc3cc4ccccc4[nH]3)n3cc(C(N)[C@H](C)CC)nn3)CC2)n1 (stereo not given in full)	-1	-7	0	7	7	-22	-4	-2	-8
24	CCCC(C)NC(=O)Cc1ccccc1[N+](=O)[O-] (stereo not given)	-2	-1	-7	-1	9	10	19	1	0
25	Cc1ccccc1NC(=O)c1sc2nc3c(c(-c4ccco4)c2c1N)CCC3	9	-19	6	7	13	-86	-3	2	1
26	O=C(CCN1CCCCCC1)Nc1ccc(F)c(F)c1	-5	0	-3	0	-4	6	11	-20	-7
27	COc1cc(NC(=O)CSc2ccc(-c3ccccn3)nn2)cc(OC)c1	-5	-1	26	-1	27	0	28	-23	15
28	CC(C#CCN1CCCCC1)OCCOCc1ccccc1 (stereo not given)	4	-1	-8	-6	-17	30	8	-14	-1
29	Cc1ccc(Cl)c(OCC(=O)NC2CCN(Cc3ccccc3)CC2)c1	-6	1	-6	7	-2	6	24	-12	12
30	CNC(=O)/C(C#N)=C/c1cn(CC(=O)NCc2ccco2)c2ccccc12	-8	-19	-3	1	-2	-63	11	-17	2
31	Cc1cc(C)c(C(=O)CSc2nnc(N)s2)cc1C	-12	-1	-5	-12	1	8	-1	-10	7
32	CCc1cccc(OCC2Cn3c(nc4c3c(=O)[nH]c(=O)n4C)O2)c1 (stereo not given)	-3	0	4	-2	3	5	9	-12	-7
33	Nc1cc(=O)[nH]c(SCc2nnnn2-c2ccc(Cl)cc2)n1	5	1	7	4	-4	7	-5	7	7
34	CC(C)OC(=O)C(CC(=O)O)N1CCOCC1 (stereo not given)	8	0	1	-8	0	14	21	-2	3
35	CCOc1ccc(CCNC(=O)c2cc3c(C)nccc3[nH]c2=O)cc1OCC	5	1	3	6	3	10	-13	-10	-2
36	O=C(CSc1nnnn1Cc1ccccc1)NCCc1ccccc1	5	0	-6	2	13	15	13	10	8
37	COc1ccc(NS(=O)(=O)c2cccc(C(=O)N/N=C/c3cn(-c4ccccc4)nc3-c3ccccc3)c2)cc1	-5	1	-1	-6	-15	-151	2	5	-9
38	CCN1CCN(c2cc(C)c3cc(NC(=O)Cc4ccccc4OC)ccc3n2)CC1	4	-3	0	-2	-9	-284	-3	25	-3
39	COCC(C)N1CCC(n2nccc2NC(=O)c2ccc3c(c2)OCO3)CC1 (stereo not given)	-2	-4	-2	0	5	3	10	-4	-3
40	COc1ccc2cc(CCNC(=O)c3ccc(S(=O)(=O)N4CCCC4)cc3)c(=O)[nH]c2c1	1	0	33	2	8	-38	16	-14	-1
41	Cc1cc(NC(=O)COC(=O)c2oc3c(Cl)cccc3c2C)no1	-5	2	-12	1	-2	10	18	0	0
42	CS(=O)(=O)c1ccc2nc(NC(=O)c3cc4ccccc4o3)sc2c1	52*	-1	0	8	7	i	9	83*	54*
43	Cc1oncc1C(=O)N1CCCC(CO)(Cc2ccc(F)cc2F)C1 (stereo not given)	-1	-2	-1	0	13	23	7	-9	8
44	COc1cccc(-c2sc3ccc(OC)cc3c2C#CC(C)(C)O)c1	-2	-2	5	17	17	-490	3	-2	-6
45	CCCCOC(=O)C1CN(c2ccccc2)N=C1C(=O)OCC (stereo not given)	-6	-35	17	9	-7	-304	37	-14	-9
46	O=C(NC1CCCCCC1)c1ccc(CN2CCOCC2)cc1	1	-1	-9	-6	-15	26	24	6	-6
47	O=C(C/C=N/OCc1c(Cl)cccc1Cl)c1cnc(-c2ccccc2)s1	-14	-4	-5	9	2	-25	19	2	-5
48	O=C(OCC(=O)N1CCCC1)c1ccc(OC(F)(F)F)cc1	11	3	-7	-12	-13	12	13	7	2
49	COc1ccc(CCN2C(=S)N(C)C(=O)C2CC(=O)Nc2ccc(OC)cc2)cc1 (stereo not given)	6	1	-6	14	17	8	1	-14	6
50	CCN(CC(=O)Nc1ccccc1OC)C(=O)CSCC(=O)Nc1ccc(OC)cc1	-7	-5	6	19	8	13	17	-3	-10
51	CC(=O)N1CCN(c2ccc(NC(=S)NC(=O)COc3ccc(C(C)(C)C)cc3)cc2)CC1	-10	0	-9	5	-6	16	4	-1	3
52	O=C(O)C1=CC[C@@H](c2ccc(Cl)cc2)N(S(=O)(=O)c2ccc(Cl)cc2)[C@H]1c1ccc(F)cc1	4	1	-2	0	-7	2	-3	-5	4
53	O=C(c1cccs1)N1CCCC(c2nc(-c3ccc(F)cc3)no2)C1 (stereo not given)	-4	-1	-6	-1	-12	5	-21	7	9
54	COc1cccc(Cn2cccc(NC(=O)Nc3cccc(C#N)c3)c2=O)c1	-11	/	-3	-13	-6	/	17	-2	6

Nos. 43–54, quoted:
#	SMILES	SENP8 block-1	SENP1 FRET inh	HKDC1 inh	Apaf1 inhib	PfGluPho inh	SENP8 block-2	NLRP3 yeast inh	SENP6 block	SENP7 inh
43	Cc1oncc1C(=O)N1CCCC(CO)(Cc2ccc(F)cc2F)C1 (stereo not given)	-1	-2	-1	0	13	23	7	-9	8
44	COc1cccc(-c2sc3ccc(OC)cc3c2C#CC(C)(C)O)c1	-2	-2	5	17	17	-490	3	-2	-6
45	CCCCOC(=O)C1CN(c2ccccc2)N=C1C(=O)OCC (stereo not given)	-6	-35	17	9	-7	-304	37	-14	-9
46	O=C(NC1CCCCCC1)c1ccc(CN2CCOCC2)cc1	1	-1	-9	-6	-15	26	24	6	-6
47	O=C(C/C=N/OCc1c(Cl)cccc1Cl)c1cnc(-c2ccccc2)s1	-14	-4	-5	9	2	-25	19	2	-5
48	O=C(OCC(=O)N1CCCC1)c1ccc(OC(F)(F)F)cc1	11	3	-7	-12	-13	12	13	7	2
49	COc1ccc(CCN2C(=S)N(C)C(=O)C2CC(=O)Nc2ccc(OC)cc2)cc1 (stereo not given)	6	1	-6	14	17	8	1	-14	6
50	CCN(CC(=O)Nc1ccccc1OC)C(=O)CSCC(=O)Nc1ccc(OC)cc1	-7	-5	6	19	8	13	17	-3	-10
51	CC(=O)N1CCN(c2ccc(NC(=S)NC(=O)COc3ccc(C(C)(C)C)cc3)cc2)CC1	-10	0	-9	5	-6	16	4	-1	3
52	O=C(O)C1=CC[C@@H](c2ccc(Cl)cc2)N(S(=O)(=O)c2ccc(Cl)cc2)[C@H]1c1ccc(F)cc1	4	1	-2	0	-7	2	-3	-5	4
53	O=C(c1cccs1)N1CCCC(c2nc(-c3ccc(F)cc3)no2)C1 (stereo not given)	-4	-1	-6	-1	-12	5	-21	7	9
54	COc1cccc(Cn2cccc(NC(=O)Nc3cccc(C#N)c3)c2=O)c1	-11	/	-3	-13	-6	/	17	-2	6

Screening results deposited in PubChem by Sanford-Burnham Center for Chemical Genomics.
